Screening data (PubChem)
NR1D1 modulator – modulates human Rev-erb alpha binding to DNA. 370,000 compounds, 0.79% hits. activity, % at 10 µM. Rev-erbα–FITC-DNA binding, fluorescence polarization, 90 min;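 active means activity above about 14%, limit read from the data; passing the limit was not always enough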;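 further: 0% = DMSO wells with 35 nM protein and 100% = DMSO wells with 750 nM protein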
PLCg1 inh – blocks human PLC-gamma1 enzyme activity | AID 720700 | inhibition, % at 12.2 µM | P19174 | purified PLC-gamma1, fluorogenic substrate, fluorescence | 370,000 compounds, 0.84% hits; in the data active means inhibition above about 9.5%
Target sequence (P19174 whole entry, looked up): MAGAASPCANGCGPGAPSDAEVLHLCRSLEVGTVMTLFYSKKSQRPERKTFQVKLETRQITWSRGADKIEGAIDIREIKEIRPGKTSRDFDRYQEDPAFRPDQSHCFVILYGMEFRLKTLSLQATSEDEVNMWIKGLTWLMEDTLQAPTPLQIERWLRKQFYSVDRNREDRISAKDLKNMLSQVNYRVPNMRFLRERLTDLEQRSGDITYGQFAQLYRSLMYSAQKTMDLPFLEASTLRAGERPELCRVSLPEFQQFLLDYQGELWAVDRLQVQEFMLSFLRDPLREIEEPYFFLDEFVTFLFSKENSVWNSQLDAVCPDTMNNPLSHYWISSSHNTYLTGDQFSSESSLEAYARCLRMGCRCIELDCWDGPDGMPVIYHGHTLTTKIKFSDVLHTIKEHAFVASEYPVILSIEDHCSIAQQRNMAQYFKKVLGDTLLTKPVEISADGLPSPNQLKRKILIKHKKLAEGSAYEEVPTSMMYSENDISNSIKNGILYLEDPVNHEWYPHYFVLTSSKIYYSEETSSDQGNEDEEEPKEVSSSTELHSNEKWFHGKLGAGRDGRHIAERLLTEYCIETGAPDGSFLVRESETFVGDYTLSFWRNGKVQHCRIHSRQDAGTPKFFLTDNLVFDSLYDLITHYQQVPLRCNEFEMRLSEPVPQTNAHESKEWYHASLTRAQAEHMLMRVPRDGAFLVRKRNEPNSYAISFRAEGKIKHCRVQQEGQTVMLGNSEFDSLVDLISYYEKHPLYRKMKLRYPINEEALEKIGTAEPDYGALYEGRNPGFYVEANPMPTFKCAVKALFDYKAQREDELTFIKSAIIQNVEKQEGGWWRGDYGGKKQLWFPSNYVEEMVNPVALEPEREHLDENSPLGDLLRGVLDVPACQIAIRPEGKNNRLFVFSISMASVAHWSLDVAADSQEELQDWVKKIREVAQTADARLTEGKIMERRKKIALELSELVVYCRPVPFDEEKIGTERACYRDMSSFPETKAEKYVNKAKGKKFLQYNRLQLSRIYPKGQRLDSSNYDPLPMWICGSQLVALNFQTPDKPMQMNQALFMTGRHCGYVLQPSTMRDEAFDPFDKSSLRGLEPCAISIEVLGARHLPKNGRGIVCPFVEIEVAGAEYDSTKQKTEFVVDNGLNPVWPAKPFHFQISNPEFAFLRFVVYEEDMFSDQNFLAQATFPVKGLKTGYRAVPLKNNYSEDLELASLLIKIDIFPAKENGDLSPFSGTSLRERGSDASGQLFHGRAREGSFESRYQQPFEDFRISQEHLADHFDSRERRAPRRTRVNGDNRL
ARFGAP1 inhibitor – inhibitors of rat ARFGAP1 | Q62848 | Arfgap1-stimulated ARF1 GTP hydrolysis, GDP FP detection | inhibition, % at 16.5 µM | 360,000 compounds, 0.26% hits;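 active means inhibition above a per-plate limit, mean inhibition of low control wells plus 3 SD, cut at about 25% in these data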;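 further: 0% = DMSO wells with enzyme and 100% = wells lacking Arfgap1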
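Material: rat Arfgap1 GAP domain (His6, aa 1-136), purified enzyme. Also added: human ARF1(Δ1-17)-GTP substrate. Compound dosing: 16.5 µM single point, 1.26% DMSO. Timing: enzyme reaction 120 min at 25 °C after 20 min preincubation. Signal: GDP detection by fluorescence polarization. Read-out basis: percent inhibition of GAP-stimulated GDP formation, scaled between DMSO and no-Arfgap1 medians.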
ASAP1 inh – blocks human ASAP1-stimulated Arf1 GTP hydrolysis. Q9ULH1. GDP FP detection. inhibition, % at 16.5 µM. 360,000 compounds, 0.19% hits; in the data active means inhibition above about 25%;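 further: 0% = vehicle with enzyme and substrate and 100% = no enzyme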
HGIII-sPLA2 inh – Blocks human group III sPLA2 activity | Q9NZ20 | QFRET BODIPY PC-A2 liposome hydrolysis, fluorescence | inhibition, % at 12.2 µM | 370,000 compounds, 0.56% hits;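 active means inhibition above mean plus 3 SD of compounds lying within the high and low control bounds, cut at about 19% in these data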;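 further: 0% = median of test compound wells and 100% = no enzyme DMSO wells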
DDE Tn6 FP inh – inhibitors of Tn6 peptide binding to human fibrin DD(E) | Fibrin DD(E) TRITC-Tn6 fluorescence polarization displacement | AID 720509 | P02675 | inhibition, % at 8.3 µM | 370,000 compounds, 0.21% hits;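 active means inhibition above a per-campaign cutoff: mean of compounds within control limits plus 3 SD, cut at about 15% in these data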;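 further: 0% = median of all compound wells on the plate and 100% = blocking peptide control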
proKLK7 act – activators of human kallikrein-7 zymogen; activation, % at 7 µM; 370,000 compounds, 0.9% hits; AID 652039; purified proKLK7, EDANS-DABCYL substrate fluorescence; 100% is mature enzyme control, 0% vehicle;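 active means activation above the mean of all tested compounds plus 3 SD, computed per campaign excluding outliers beyond control limits, cut at about 13% in these data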
DDE Tn7 FP inh – disrupts Tn7 cyclic peptide binding to fibrin D-Dimer-E complex. P02675. FP displacement of FITC-Tn7 peptide from fibrin DD(E); 0% = median of compound wells per plate. inhibition, % at 8.3 µM. 370,000 compounds, 0.13% hits;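 active means inhibition above the mean of compounds falling within the control limits plus 3 SD of them, cut at about 14% in these data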;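 further: 0% = plate median of compound wells and 100% = 10 µM Aha-Tn7 peptide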
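Assay system: human fibrin DD(E) protein / Input: 2 µM fibrin DD(E) / Benchmarks: high control of 10 µM Aha-Tn7 peptide / Measured by: fluorescence polarization of the labelled Tn7 tracer / Medium: Tris buffer with calcium and detergent, pH 7.8 / Timing: 10 min compound pre-incubation, 3 h probe incubation at room temperature / Repeats: one replicate per compound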
PLC-beta3 inh – blocks human PLC-beta3 enzyme activity | Q01970 | Purified PLC-beta3, fluorogenic substrate, fluorescence | inhibition, % at 12.2 µM | 370,000 compounds, 0.18% hits; in the data active means inhibition above about 11%;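 further: 0% = median of compound wells on plate and 100% = full blocker control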
UHRF1 MBD2 ctr – human UHRF1 methylated DNA binding inhibitors. UHRF1 binding to methylated oligo, TR-FRET. Q96T88. 370,000 compounds, 0.75% hits. AID 687016. inhibition, % at 4.4 µM; in the data active means inhibition above about 21%;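 further: UHRF1 SRA domain binding a hemimethylated CpG hairpin DNA probe; 0% = median of test compound wells and 100% = reference inhibitor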
An asterisk follows results filed as active; nt = not tested or not shown.

SMILES	NR1D1 modulator	PLCg1 inh	ARFGAP1 inhibitor	ASAP1 inh	HGIII-sPLA2 inh	DDE Tn6 FP inh	proKLK7 act	DDE Tn7 FP inh	PLC-beta3 inh	UHRF1 MBD2 ctr
O=S(=O)(N/N=C\c1cccnc1)c1ccccc1	1	0	1	2	-6	4	-0.4	-4	3	-1
CCc1ccc(-c2nc(CS(=O)CC(=O)NC3CC3)c(C)o2)cc1 (centres undefined)	-4	-3	4	-8	-6	-1	0.1	-3	-13	0
CCC1(C)NC(=O)N(CC(=O)N2N=C(c3ccccc3)CC2c2ccc(OC)cc2)C1=O (centres undefined)	5	1	-8	-16	-18	3	0.0	17*	2	-1
CCCCn1c(N)c(N(CC(C)C)C(=O)CCCc2nc3ccccc3c(=O)[nH]2)c(=O)[nH]c1=O	2	0	13	7	-2	-9	0.5	-2	0	-2
O=C(O)CCC(=O)NNC(=O)CCC1CCCCC1	-1	-1	0	0	-1	3	-0.2	3	3	-2
CC(C)N(Cc1cc2ccccc2[nH]c1=O)C(=O)c1cccc([N+](=O)[O-])c1	-4	1	7	6	0	-1	-0.4	-3	1	0
Nc1ccc(C(=O)OCC(=O)NC(=O)c2ccccc2)cc1[N+](=O)[O-]	2	3	-1	-11	1	-7	-0.2	-1	-4	-2
Cc1c(Cl)cnc(NC(=O)COC(=O)/C=C/c2ccco2)c1Cl	-4	-23	11	-4	-2	-3	0.0	3	-34	8
Cc1ccc(C)c(OCC(=O)N2CCc3ccccc3C2)c1	-1	1	-1	-3	-5	-2	-0.2	1	-4	-1
COc1ccccc1Nc1nc(N)nc(CSc2nccc(C)n2)n1	-3	0	-9	0	-7	6	0.9	5	-2	-2
CC(=O)c1cc(C#N)c(SCc2ccccc2C#N)nc1C	-3	5	0	-5	-3	1	0.7	-10	-4	0
Oc1ccccc1CN(Cc1ccco1)CC(O)COCc1ccc(Cl)cc1 (centres undefined)	6	-3	5	11	-19	1	-0.5	0	-1	-1
CC(C)n1c(=O)c2ccccc2n1Cc1cn(CCc2c[nH]c3ccccc23)nn1	5	-7	2	-3	-28	-3	0.3	5	-7	8
O=c1[nH][nH]cc1C=NCc1cccc(C(F)(F)F)c1	-2	1	-10	17	2	2	0.3	4	5	-2
CCCCCCSc1nnc2[nH]c(=O)cc(N)n12	1	3	-5	4	7	4	0.6	2	0	7
O=C(COc1cccc(C(F)(F)F)c1)N1CCN(c2ccccc2O)CC1	-5	1	6	12	-2	-3	0.9	3	-3	-1
CC(C)NC(=O)Nc1cccc2c1O[C@H](CN(C)S(=O)(=O)c1ccccc1)[C@@H](C)CN([C@H](C)CO)C2=O	-1	-2	-4	14	6	-6	-0.4	2	0	0
COCCN(CCOC)C(=O)C1CCCN(S(=O)(=O)c2ccc(NC(=O)OC)cc2)C1 (centres undefined)	-5	-2	-17	-4	-6	12	0.5	4	-3	-1
Cc1cc(C)n(-c2nc(C)nc3sc4c(c23)CCC(C)C4)n1 (centres undefined)	-6	-7	3	3	-1	-3	-0.1	2	-10	-1
COc1ccc(C(=O)NCC(C)(C)SCc2c(C)cc(C)cc2C)cc1	0	7	1	9	-10	3	0.0	-2	6	-4
COc1ccc(-c2cccc(NC(=O)c3cccs3)c2)nn1	-1	4	7	-6	-3	-6	-0.2	3	10	-1
c1ccc(-c2ccc(-c3nc(-c4ccccn4)no3)cc2)cc1	nt	4	-5	-4	-10	-2	-0.4	1	2	-2
CCCCN1C(=O)N2Cc3ccccc3C2CS1(=O)=O (centres undefined)	0	-1	nt	nt	3	1	0.1	-1	3	1
NC(c1csc(NC(=O)Nc2cccc(C(F)(F)F)c2)n1)C1CCCCC1 (centres undefined)	2	6	11	15	7	-3	0.2	-7	9	2
Cc1ccsc1/C=C/c1ccc2ccccc2n1	0	-11	0	7	0	-5	0.6	1	-22	1
CN1CCN(c2nc3c(c(=O)[nH]c(=O)n3C)n2CC(N)=O)CC1	4	14*	7	9	5	2	-0.4	-4	8	2
COc1ccc(CC(=O)NCc2cccs2)cc1	3	-2	2	-2	0	-7	-0.2	-11	5	-1
COc1cc2c(cc1OC)CN(C1CC(=O)N(c3c(C)cccc3C)C1=O)CC2 (centres undefined)	-2	-14	12	-1	-1	2	0.9	2	-26	3
Cc1ccc(C)c(NC(=O)C2COc3ccccc3O2)c1 (centres undefined)	4	-4	3	0	8	-6	-0.5	-5	-6	2
COc1cc(C(=O)OCCN2CCOCC2)cc(OC)c1OC	-9	-3	-8	2	5	-3	0.3	6	2	1
Cc1cc(NC(=O)Cn2nc3c(cc2=O)CCCC3)ccc1Br	-1	-4	4	8	-7	-8	-0.2	0	-5	-2
COc1cc(NC(=O)c2cccnc2)ccc1-c1cc2ccccc2oc1=O	-8	-298	5	-8	-14	3	-103	-4	-418	0
CCCCCOc1ccc(C(=O)C(c2ccccc2)N2CCOCC2)cc1 (centres undefined)	9	3	-4	8	-9	4	1.1	-13	3	-4
CCc1ccc(/C=C\C(=O)N2CCCC2)cc1	6	1	-1	8	0	5	0.5	3	-7	-5
CCn1nc(C(=O)OCC(=O)Nc2nc(-c3ccc(OC)cc3)cs2)c2ccccc2c1=O	-2	2	9	2	7	5	-0.1	-2	-2	-4
CCOC(=O)C1CCCN(S(=O)(=O)c2cnc(Cl)c(Br)c2)C1 (centres undefined)	1	0	1	-1	6	3	0.1	-1	1	1
COc1ccccc1CCNC(=O)CSc1nnc2ccc(-c3ccncc3)nn12	-8	-10	-5	-6	16	3	0.4	4	-17	2
O=C(c1ccccc1)c1ccc2nc(-c3ccc(NC(=O)c4ccccc4F)cc3)[nH]c2c1	6	-50	-6	-2	-4	-7	-2.9	1	-57	-1
Cc1nnsc1C(=O)NNc1ccc(Cl)cc1	-1	3	-5	1	-1	9	0.2	3	0	0
O=C(COc1ccccc1)NCC(=O)N/N=C/C=C/c1ccccc1	4	0	5	-7	0	-5	-0.5	2	4	2

Overlap with the part before: three compounds, followed by the next part.
SMILES	NR1D1 modulator	PLCg1 inh	ARFGAP1 inhibitor	ASAP1 inh	HGIII-sPLA2 inh	DDE Tn6 FP inh	proKLK7 act	DDE Tn7 FP inh	PLC-beta3 inh	UHRF1 MBD2 ctr
O=C(c1ccccc1)c1ccc2nc(-c3ccc(NC(=O)c4ccccc4F)cc3)[nH]c2c1	6	-50	-6	-2	-4	-7	-2.9	1	-57	-1
Cc1nnsc1C(=O)NNc1ccc(Cl)cc1	-1	3	-5	1	-1	9	0.2	3	0	0
O=C(COc1ccccc1)NCC(=O)N/N=C/C=C/c1ccccc1	4	0	5	-7	0	-5	-0.5	2	4	2
CCCCCc1ccc(NC(=O)O[C@@H]2CC[C@@]34CCCN3C(=O)CCC[C@H]4C2)cc1	0	0	nt	nt	-7	1	nt	4	-1	1
OC(COCc1ccc(Cl)cc1)CN1CCN(CC(O)COCc2ccc(Cl)cc2)CC1 (centres undefined)	-1	0	-2	0	-1	-1	0.0	1	0	2
Cc1cc(N=Cc2c(O)n(-c3cccc(C(F)(F)F)c3)c(=O)c3ccccc23)no1	-2	-160	14	13	13	10	2.3	7	-229	1
Cc1ccccc1C(=O)NCC(=O)OC(C)C(=O)NC(C)CCc1ccccc1 (centres undefined)	2	1	-11	7	-3	-4	-0.2	-6	0	1
CC(=O)c1cccc(NC(=O)COC(=O)c2ccc3c(c2)OCCO3)c1	-4	1	0	-10	-4	-8	-0.1	2	-7	10
CC(C)(C)OC(=O)NCCCCCNC(=O)c1[nH]cnc1C(=O)Nc1cccc(Cl)c1	-7	0	1	-5	2	0	1.2	6	0	-2
COc1ccc(/C=C(\NC(=O)/C=C/c2ccco2)C(=O)NCCc2nc3ccccc3[nH]2)cc1	-4	-8	10	-7	-21	-2	0.0	-5	-8	-1
CCCNC(=O)c1cc(-c2ccc(OC)cc2)n(CCCOC)c1C	0	0	-9	-2	-8	2	0.8	-2	0	-5
O=C1Cc2cccc(=O)c(O)c2C(=O)O1	-1	1	-3	3	-2	-2	0.2	11	-4	28*
COc1ccc(S(=O)(=O)N2CCC(C(N)=O)CC2)c2ccccc12	0	0	2	-2	-5	-1	0.2	8	-3	0
CSCC[C@H](N)C(=O)NC[C@H]1CC[C@H](C(=O)N[C@@H](Cc2ccccc2)C(=O)O)CC1	-3	5	0	2	0	6	-0.4	-2	-1	1
O=C(O)CCNC(=O)/C(=C/C=C/c1ccccc1)NC(=O)c1ccccc1	0	-2	-4	-1	11	3	0.1	7	-5	11
CCN(CC)CCNc1ccc(CO)c2oc3cc(Cl)ccc3c(=O)c12	2	2	1	1	0	-3	-0.9	-9	-10	-22
CCc1ccccc1S(=O)(=O)Cc1ccc(C(=O)N2CCN(c3ccccn3)CC2)o1	9	1	8	-4	-4	-7	0.0	-7	0	0
CC(C)COc1ccc(C(=S)N2CCCC2)cc1	7	2	-10	15	4	-3	0.6	0	-2	-1
COC(=O)C1CCN(C(=O)COC(=O)CCc2nc3ccccc3c(=O)[nH]2)CC1	4	-5	9	-8	11	5	-0.3	-2	-1	3
C/C(=N\N(c1ccccc1)c1ccccc1)c1ccco1	5	3	-1	-3	3	0	0.0	-8	-3	5
CCOC(=O)[C@H]1[C@H]2COc3ccc(Br)cc3[C@@H]2N2C(=O)CN(Cc3ccccc3)C(=O)[C@@]12C	-2	3	-3	-2	-5	4	-0.1	-1	-1	-1
C=CCn1c(CNC(=O)c2ccco2)nnc1SCC(=O)c1ccc(OC)cc1	-2	3	-12	-6	-14	-3	0.0	-3	-1	1
O=C(Nc1ccc(N2CCCCC2)cc1)c1ccc([N+](=O)[O-])o1	-6	1	9	-3	7	-2	0.3	-5	2	-2
CC(=O)c1cnc2nc(SCc3ccccc3C)nn2c1C	-6	-4	14	-10	-47	2	0.5	3	-8	-3
COc1cc(S(=O)(=O)N2CCOCC2)cc(C(=O)OCC(=O)NC2CCCCC2)c1OC	0	1	-4	0	4	-6	0.1	3	-1	-1
CCc1nnc(NC(=O)CSc2nnc(Cc3ccccc3)n2-c2ccc(OC)cc2)s1	-4	5	-4	-5	-4	7	-0.3	-6	3	-2
CN(CC(=O)NCCN1CCN(c2ccccc2)CC1)S(=O)(=O)c1ccc2c(c1)CCC(=O)N2	-3	1	-7	0	7	-3	0.5	4	-2	1
O=C(NC(=S)Nc1ccc(N2CCOCC2)cc1)c1ccc(Cl)cc1	4	-2	-3	-4	7	8	-0.8	-5	-1	1
CN1CCN(C(=O)CSc2ccc(Cl)cc2)CC1	0	0	7	-10	8	-1	-0.2	7	-4	3

Compounds as they come (roughly 4.5% active in at least one column).
